# High-throughput results (PubChem)
# OX1R antagonist – antagonists of human orexin 1 receptor; O43613; inhibition, % at 5 µM; CHO/OX1R cells, Fluo-8 calcium fluorescence, orexin A; 330,000 tested, 0.43% active;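 active = inhibition above its plate's threshold, mean inhibition of all tested compounds on the plate plus 3 SD, cut at about 37% in these data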;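 also: 0% = orexin A challenge wells and 100% = SB-334867-A antagonist wells; not every result past the cut was called active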
# Target sequence (O43613 whole entry, looked up): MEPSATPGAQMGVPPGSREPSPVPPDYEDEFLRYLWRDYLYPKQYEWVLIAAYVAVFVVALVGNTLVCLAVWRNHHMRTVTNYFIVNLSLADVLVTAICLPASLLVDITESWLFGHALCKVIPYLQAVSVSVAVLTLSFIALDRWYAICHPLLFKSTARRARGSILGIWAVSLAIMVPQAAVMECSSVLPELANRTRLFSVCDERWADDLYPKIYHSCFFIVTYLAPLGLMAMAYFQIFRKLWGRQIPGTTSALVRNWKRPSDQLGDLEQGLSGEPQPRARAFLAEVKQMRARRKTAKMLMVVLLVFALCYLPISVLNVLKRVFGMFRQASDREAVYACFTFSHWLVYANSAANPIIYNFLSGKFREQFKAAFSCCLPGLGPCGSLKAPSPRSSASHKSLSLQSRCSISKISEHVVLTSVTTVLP
# CHT allo act – allosterically activates the human high affinity choline transporter; Q9GZV3; 310,000 tested, 0.49% active; AID 488977; B-score at 10 µM; CHT-expressing cells, membrane potential dye, choline EC20; active compounds read high; LV-AA mutant CHT in HEK293 cells;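 active = initial fluorescence not abnormally high and integrated response B-score, plate-corrected, over 3 SD above library mean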
# Target sequence (Q9GZV3 whole entry, looked up): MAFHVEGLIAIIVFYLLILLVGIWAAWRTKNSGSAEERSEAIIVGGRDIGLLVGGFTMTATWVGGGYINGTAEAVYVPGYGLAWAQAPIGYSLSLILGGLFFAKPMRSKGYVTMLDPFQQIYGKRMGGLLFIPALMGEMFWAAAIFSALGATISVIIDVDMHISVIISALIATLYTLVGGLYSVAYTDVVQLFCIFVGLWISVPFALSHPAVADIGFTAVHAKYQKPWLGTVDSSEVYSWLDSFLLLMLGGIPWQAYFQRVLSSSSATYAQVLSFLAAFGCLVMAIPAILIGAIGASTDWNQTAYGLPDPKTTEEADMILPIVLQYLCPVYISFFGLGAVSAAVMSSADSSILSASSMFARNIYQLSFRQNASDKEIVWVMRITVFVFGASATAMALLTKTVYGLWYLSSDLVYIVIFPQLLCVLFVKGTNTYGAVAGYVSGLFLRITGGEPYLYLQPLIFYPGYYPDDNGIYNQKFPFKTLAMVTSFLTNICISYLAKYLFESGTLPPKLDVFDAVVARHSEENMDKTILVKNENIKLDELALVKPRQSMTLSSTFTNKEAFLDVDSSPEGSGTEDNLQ
# The depositor's hits bear a star; i = inactive; nt = not tested or not shown.
Structure | OX1R antagonist | CHT allo act
CC(C)NC(=O)C(=O)NCc1ccccn1 | -7 | i
CN(CC(=O)Nc1ccccc1Br)C(=O)COc1cccc2c1OC(C)(C)C2 | -12 | i
CC1=CC(=O)C=C(C)C1=NOc1ccccc1[N+](=O)[O-] | 1 | i
CCCNc1c(NS(=O)(=O)c2ccc(Br)cc2)c(=O)oc2ccccc12 | -18 | i
CCCNS(=O)(=O)c1ccc(NC(=O)Cc2cccs2)cc1 | 14 | i
O=C(CN1CCC(O)(c2ccc3c(c2)OCO3)CC1)N1CCOCC1 | -6 | i
CC(=O)c1ccc(NC(=S)NNC(=O)c2ccncc2)cc1 | -4 | i
Cc1nn(-c2ccccc2)c(=O)c2ccccc12 | -12 | i
Cc1ccc(Cn2c(C(C)Nc3nc(C)cs3)nc3cc(Cl)c(Cl)cc32)cc1 (configuration not stated) | -28 | i
N#CCCn1ncn(-c2ccccc2)c1=S | -1 | i
O=C(NCc1ccccc1Cl)c1cnccc1C(F)(F)F | -28 | i
CN(C)C(=O)CCc1ccc2c3c([nH]c2c1)[C@]1(C)[C@@H](C(=O)N2CCOCC2)C[C@H](CC(=O)NCCC2=CCCCC2)C(=O)N1CC3 | -38 | nt
Cn1cccc1-c1nc2ccc(NC(=O)c3ccc([N+](=O)[O-])cc3)cc2[nH]1 | -11 | i
O=C(CCN1CCN(C/C=C/c2ccccc2)CC1)Nc1cccc(F)c1 | -22 | i
Cc1ccc(OCCOCCOc2ccc(Br)cc2/C=N\NC(=O)c2ccncc2)cc1 | -37 | i
COC(=O)c1sc(S(=O)(=O)NCCCN(C)C)c(C(=O)OC)c1C | -13 | i
CCC1CN(C)C2Cc3c([nH]c4ccccc34)C(=O)CC1C2C(=O)OC (configuration not stated) | -9 | i
CCC1CCCCN1C(=O)CSc1nnc(-c2ccco2)o1 (configuration not stated) | -18 | i
O=C(COC(=O)c1cc(F)c(F)cc1Cl)NC1CC1 | -3 | i
O=C(CC(SCc1ccco1)c1ccc(O)cc1)c1cccs1 (configuration not stated) | 5 | i
Cc1cccc(OCc2n[nH]c(=S)n2C2CCCCC2)c1 | -17 | i
Fc1ccc(/C=N/Nc2nccnc2Cl)cc1 | -17 | i
COc1ccc(C(=O)COC(=O)c2nn(C)cc2Cl)cc1 | -11 | i
O=C(COC(=O)C1CC2C=CC1C2)Nc1ccc([N+](=O)[O-])cc1 (configuration not stated) | 12 | nt
CC(=O)Nc1c(-c2ccccc2)c2cc(Br)ccc2[nH]c1=O | -12 | i
Cc1nc(CNS(=O)(=O)c2cccs2)cs1 | -2 | i
CCCCN1C(=O)C(C)=C(C)C1OCCc1ccc(OC)c(OC)c1 (configuration not stated) | -25 | i
O=C(Nc1ccc(-c2ccccc2)cc1)c1ccco1 | -15 | i
COCCNC(=S)NC(=O)CC12CC3CC(CC(C3)C1)C2 | -12 | i
CCN(C(=O)COC(=O)/C=C/c1cnc2ccccc2n1)c1ccccc1 | -25 | i

# Entries above that contain two or more sulfur atoms (four):
Structure | OX1R antagonist | CHT allo act
CCCNS(=O)(=O)c1ccc(NC(=O)Cc2cccs2)cc1 | 14 | i
COC(=O)c1sc(S(=O)(=O)NCCCN(C)C)c(C(=O)OC)c1C | -13 | i
O=C(CC(SCc1ccco1)c1ccc(O)cc1)c1cccs1 (configuration not stated) | 5 | i
Cc1nc(CNS(=O)(=O)c2cccs2)cs1 | -2 | i

# Next structures
Structure | OX1R antagonist | CHT allo act
COc1cccc(CNc2ccccn2)c1O | -12 | i
CN(C)C(=S)Nc1ccc(S(=O)(=O)N2CCCCC2)cc1 | -13 | i
Cc1nc2ccccc2n1Cc1ccccc1 | -14 | i
CC1(C)CC(=O)C(C=NCC2CCN(C(=O)Cc3ccccc3)CC2)=C(O)C1 | -18 | i
O=C(CCCN1C(=O)/C(=C/c2cccs2)SC1=S)Nc1cccnc1 | -12 | i
C=CC[C@@H](CC(=O)N[C@@H](CO)Cc1ccccc1)C(=O)N[C@@H](COC(=O)[C@@H](CC=C)CC(=O)OC(C)(C)C)Cc1c[nH]c2ccccc12 | -3 | nt
O=S1(=O)CCOCCCN1Cc1ccccc1 | -14 | i
COc1ccc(OC)c(NC(=O)c2cccc3c2C(=O)N(C2CCCCC2)C3)c1 | -26 | i
O=C(NC1CCN(Cc2ccccc2)CC1)c1ccc(N2CC3CC(C2)c2cccc(=O)n2C3)c([N+](=O)[O-])c1 (configuration not stated) | -6 | i
Cc1cc(S(=O)(=O)Nc2cc(C)c(O)c(C)c2)c(C)s1 | -18 | i
CS(=O)(=O)N(CC(=O)Nc1cccnc1)c1ccc2c(c1)OCCO2 | -4 | i
CCCCCCCCCCCCCCCC[N+](C)(C)CC | 33 | i
Cc1cc(/C=N/n2cnnc2)c(C)n1-c1ccc(Cl)cc1 | -22 | i
CC1CCN(C(=O)CSc2nc(C(C)C)nc3c2c(=O)n(C)c(=O)n3C)CC1 | -20 | i
Cc1ccc(NC2=NCC(=O)N2Cc2ccc3c(c2)OCO3)c(C)c1 | -11 | i
CCOC(=O)C1=C(C)N=c2s/c(=C/c3ccc(OCC(=O)O)cc3)c(=O)n2C1c1ccc(SC)cc1 (configuration not stated) | nt | i
COc1ccccc1NC(=O)C1=C(C)Nc2nc(CCCO)nn2C1c1cccnc1 (configuration not stated) | 8 | i
CCn1cc(S(=O)(=O)c2ccc(OC)cc2)c(=O)c2cc(F)c(N3CCN(C)CC3)cc21 | -7 | i
O=C(c1ccc(S(=O)(=O)N2CCC(c3nc4ccccc4[nH]3)CC2)cc1)N1CCOCC1 | 6 | i
Cc1nn(-c2ccccc2)c(C)c1NC(=O)COC(=O)CC(C)c1ccccc1 (configuration not stated) | -16 | i
CC(C)NC(=O)C(=O)NCCC1CCCCN1S(=O)(=O)c1cccs1 (configuration not stated) | -22 | i
COc1ccc(-c2cc3nc4c(c(=O)n3[nH]2)CCC4)cc1 | -19 | i
COc1cc(/C=N/NC(=O)c2ccncc2)ccc1OCC(=O)Nc1ccc(C)c(C)c1 | -6 | i
Cc1ccc(NC(=O)CSC2=Nc3ccccc3C3CC=NN23)c(C)c1 (configuration not stated) | -20 | i
Cc1cc(C)n(-c2cc(N3CCOCC3)nc(-c3ccccc3)n2)n1 | -15 | i
CS(=O)(=O)C1=NSC2=NC(=O)/C(=C\c3ccc(OS(=O)(=O)c4ccccc4)cc3)C(=N)N21 | 3 | i
O=C(COC(=O)c1cc(=O)[nH]c2ccccc12)c1cccs1 | -8 | i
CCOC(=O)c1ccc(NC(=O)CSc2nc(=O)n3cccc(C)c3n2)cc1 | -40 | i
COc1ccc(CCC(=O)NC2=NCCS2)cc1OC | -19 | i
COc1cc(Cl)ccc1OCc1cc(C(=O)N2CCN(c3ccccn3)CC2)no1 | -18 | i
COc1cccc(/C=C2\Oc3cc(OCC(=O)N4CCCC4)ccc3C2=O)c1OC | -28 | i
C=CCNC(=S)NC(=O)c1oc2ccccc2c1C | 40 | i
CCN1C(=S)N[C@@H](CCc2ccccc2)C(C(=O)OC)=C1C | -37 | i
O=c1c2ccccc2nc2n1CCCCN2 | -4 | i
N/C(=N\OC(=O)C1CCCCC1)c1ccc(Cl)cc1 | -6 | i
CN(C)c1ccc(NC(=O)CSc2nnc(-c3cnccn3)n2C)cc1 | -10 | i
COc1cc(CCC(=O)Nc2ccc(Br)c(C(F)(F)F)c2)cc(OC)c1OC | -23 | i
Cc1ccc(-n2nc3c(c2NC(=O)C2CC2)CS(=O)(=O)C3)cc1 | -11 | i
COc1ccc(CCC(=O)NNC(=O)Nc2cc(Cl)ccc2C)cc1 | nt | i
Cc1nc2c(C(=O)N3CCOCC3)cnn2c(C)c1Cc1cccc(Cl)c1 | -21 | i
CC(=O)NCC(=O)N1CCCC(C(=O)c2ccc3c4c(cccc24)CC3)C1 (configuration not stated) | -16 | i
COc1cccc(OC)c1OCCOc1ccccc1OC(C)C | -12 | i
COc1ccc(NC(=O)C(=O)NCCN2CCN(C(=O)c3ccc(C)cc3)CC2)cc1 | -35 | i
Cc1cc(NC(=O)CSc2ncn(-c3ccccc3)n2)no1 | -15 | i
O=C(CSc1nnc(CNC(=O)c2ccccc2F)o1)NCc1ccccc1 | -27 | i
O=C(CSc1ncn[nH]1)NCc1ccccc1 | -9 | i
CN(C)/C=C(/C(=O)c1ccccc1)S(=O)(=O)c1ccc(Cl)cc1 | -11 | i
CN(C)CCC(=O)c1cccc(Br)c1 | -4 | i
O=C(NNS(=O)(=O)c1ccc(F)cc1)c1cnccn1 | -7 | i
COCC(=O)N1CCN(c2nc3ccccc3o2)CC1 | 5 | i
CCc1cccc(OCCCCNCCOC)c1 | -3 | i
N#Cc1cnc2ncnn2c1-c1ccccc1 | -4 | i
CN1CCN(C(=S)NC(=O)/C=C/c2ccccc2Cl)CC1 | -39 | i
C=CCOC(=O)C1=C[C@H](c2ccc(Br)cc2)C[C@H](OCCCCO)O1 | -21 | i
CSc1cc(-c2ccc(Cl)cc2)c(C(=O)NN)s1 | -15 | i
COc1nc(-c2ccc(C)cc2)ccc1-c1noc(-c2cccnc2)n1 | -7 | i
CCCCCOc1ccccc1C(=O)NCCCCCC(=O)O | -13 | i
Cc1nc(NC(=O)CN2CC(C)OC(C)C2)sc1C(=O)N(C)C (configuration not stated) | -13 | i
Cc1ccc(C(=O)Cc2nnc(C)s2)cc1 | -11 | i
CCOC(=O)N1CCC(n2c(SCC(=O)NCc3ccco3)nc3ccsc3c2=O)CC1 | -15 | i

# Later entries:
Structure | OX1R antagonist | CHT allo act
CCC(C)C(NC(=O)OC(C)(C)C)C(=O)NC(C(=O)NC(C)C(N)=O)C(C)C (configuration not stated) | -12 | i
COc1cc(NC(=O)c2sc3ncn(CC(=O)N4CCCC(C)C4)c(=O)c3c2C)cc(OC)c1OC (configuration not stated) | -21 | i
Cc1c(C(=O)C(=O)N2c3ccc(F)cc3CCC2C)c2ccccc2n1C (configuration not stated) | -20 | i
COCCSc1nnc(NC(=O)Cc2ccccc2OC)s1 | -21 | i
COc1cccc(Oc2coc3c(CN4CCOCC4)c(O)ccc3c2=O)c1 | -20 | i
CCc1ccc(NC(=O)NC2CCCCCCC2)cc1 | nt | i
Cc1ccc(S(=O)(=O)N(C)C)cc1NC(=O)COc1ccc(-c2nnco2)cc1 | -5 | i
Cc1ccc(-n2nnnc2SCc2nnc(-c3ccccc3Br)o2)cc1 | -24 | i
O=C1NCCC12C(=O)Nc1ccccc12 (configuration not stated) | 12 | i
CN1CCN(S(=O)(=O)c2cccc(C(=O)NC3(C)CCS(=O)(=O)C3)c2)CC1 (configuration not stated) | -1 | nt
COc1ccc(C(=O)Nc2cc(C(F)(F)F)ccc2Cl)cc1OC | -36 | i
CCC(=O)Nc1ccc(C(=O)NNC(=O)c2cccs2)cc1 | -17 | i
CCC(C(=O)NCc1cccnc1)n1nc(C)c2sc3ccccc3c2c1=O (configuration not stated) | -34 | i
Cc1cccc(NC(=O)c2onc3c2CCCC3)c1C | -16 | i
Cc1ccc(OCCc2csc(N)n2)cc1 | -22 | i
Cn1cnnc1SCC(=O)Nc1ccc(Cl)cc1 | -2 | i
Cn1c(Cc2ccccc2)nnc1SCC(=O)Nc1ccc2c(c1)OCO2 | -37 | i
COc1cccc(/C=C2/SC(=O)N(C)C2=O)c1OCc1ccc(C(=O)O)cc1 | -6 | i
CCOc1ccc(/C(O)=C2\C(=O)C(=O)N(CCOCCO)C2c2ccccc2OC)cc1 (configuration not stated) | -12 | i
Cc1cc(C)n(-c2ncnc3sc(C)c(C)c23)n1 | 3 | i
COc1ccc(C(c2c(O)ccc3ccccc23)N2CCOCC2)c(OC)c1 (configuration not stated) | 71* | i
O=C(Nc1ccc2c(c1)C(=O)OC2)c1ccccc1Cl | 3 | i
COc1ccc(N2CCN(C(=S)Nc3cccc(C)c3C)CC2)cc1 | 0 | i
CC1CCCN(S(=O)(=O)c2ccc(Br)s2)C1 (configuration not stated) | -28 | i
CCOc1ccc(NC(=O)CN(C)C(=O)c2ccccc2-n2cnnn2)cc1OCC | -17 | i
CCCN(CCC)CCNC(=O)C1(O)c2ccccc2NC(=O)N1c1cccc(OC)c1 (configuration not stated) | -1 | i
Cc1ccccc1Nc1nc(N)c2ccccc2n1 | -24 | 6.8*
CCN1CCN(Cc2ccc(NC(=O)c3cc(NC(=O)c4cncc(-c5cccs5)c4)cc(OC)c3)cc2C(F)(F)F)CC1 | -9 | i
COc1ccc(CNC(=O)c2csc(Cc3ccc(Cl)cc3)n2)cc1 | -20 | i
O=C(CN1C(=O)c2ccccc2C1=O)c1ccccc1 | -3 | i

# Overlap with the part before: 3 entries, then new ones.
Structure | OX1R antagonist | CHT allo act
CCN1CCN(Cc2ccc(NC(=O)c3cc(NC(=O)c4cncc(-c5cccs5)c4)cc(OC)c3)cc2C(F)(F)F)CC1 | -9 | i
COc1ccc(CNC(=O)c2csc(Cc3ccc(Cl)cc3)n2)cc1 | -20 | i
O=C(CN1C(=O)c2ccccc2C1=O)c1ccccc1 | -3 | i
CC1CCN(C(=O)C2CCN(S(=O)(=O)c3cccnc3)CC2)CC1 | 1 | i
COc1ccc(NC(=O)CSc2nnc(-c3ccco3)n2N)cc1Cl | -5 | i
CN1C(=O)/C(=C/c2ccc(OCc3cccc(F)c3)cc2)NC1=S | 1 | i
CC(C)(C)c1ccc(S(=O)(=O)N2CC(C(=O)O)Oc3ccc(Cl)cc32)cc1 (configuration not stated) | -10 | i
CCOC(=O)N1CCN(C(=O)CCn2c(=O)[nH]c3ccsc3c2=O)CC1 | -5 | i
CC[C@H](C)[C@H](NC(=O)OCc1ccccc1)C(=O)Nc1ccc(NC(C)=O)cc1 | -7 | i
COc1cc(SC)ccc1C(=O)NC(C)C | -11 | i
Cc1ccc2c(=O)cc(C(=O)NCCc3ccc(S(N)(=O)=O)cc3)oc2c1 | -8 | i
CCOc1ccc(/C=N\NC(=O)CC(=O)NCCc2ccccc2)cc1 | -22 | i
